# Screens as filed in PubChem.
# RAD54 branch = inhibitors of human RAD54 branch migration, primary screen, biochemical, fluorescence, single point; RAD54 Holliday junction branch migration, FAM/BHQ fluorescence; inhibition, % at 10.4 µM; actives 0.14% (n = 360,000); DNA repair and recombination protein RAD54-like (Homo sapiens), Q92698;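 active = mean normalized replicate activity at least 40 and at least half of replicates scoring 40 or more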;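 note: 0% = median of neutral control wells and 100% = median of positive control wells; inhibitors cause a drop in the FAM fluorescence signal; in these data hits start at about 50%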
# PGC1a acetyl inh = inhibitors of PGC1a acetylation signal, primary screen, cell-based, U2OS, AlphaScreen, inhibitor mode; AlphaScreen anti-acetyl-lysine; with virally co-expressed GCN5 acetyltransferase; inhibition, % at 15.6 µM; actives 0.17% (n = 350,000); AID 651687, 2012;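 active = every replicate shows inhibition of at least 40%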;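 note: 0% = neutral control wells and 100% = positive control wells; some results beyond the cut were filed as inactive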
# ERAP1 inh = human ERAP1 aminopeptidase inhibitors, primary screen, biochemical, single point, plate reader; recombinant ERAP1, Leu-AMC fluorescence, 60 min; AID 652197, 2013; inhibition, % at 10.7 µM; Endoplasmic reticulum aminopeptidase 1 (Homo sapiens), Q9NZ08; actives 0.15% (n = 340,000);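 active = mean replicate inhibition of at least 30%, or all replicates individually reaching that 30% level; inactive = mean below 30% and not every replicate reaching it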;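 note: 0% = neutral control wells and 100% = L-leucinethiol positive control wells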
# Cneo AK release = Cryptococcus neoformans cell lysis inducers, primary screen, AK release luminescence, single concentration | C. neoformans lysis, adenylate kinase release luminescence, 4 h; normalised: neutral wells 0, clomiphene wells 100 | lysis activity, % at 15 µM | actives 0.2% (n = 360,000) | AID 651654, 2012;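 active = mean lysis activity across replicates of at least 80%, whatever share of replicates individually reach that level; inactive = mean lysis activity below 80%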
#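 Material – log-phase Cryptococcus neoformans yeast cells · Input – 5 × 10^6 yeast cells/mL · Medium – fresh YPD growth medium · Doses – single compound concentration per well · Timing – static 4 h at 37 °C with compound, 1 h detection · Detection – adenylate kinase release luminescence · Read-out – signal increase indicating cell lysis · Control set – Clomiphene as positive lysis control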
# RAD52 anneal inh = RAD52 DNA annealing inhibitors, primary screen, biochemical, FRET, single point, set 2; DNA repair protein RAD52 homolog (Homo sapiens), P43351; recombinant RAD52 DNA annealing, FRET fluorescence; inhibition, % at 18.7 µM; actives 0.46% (n = 360,000);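 active = every replicate showing at least 50% inhibition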
# Target sequence (P43351 whole entry, looked up): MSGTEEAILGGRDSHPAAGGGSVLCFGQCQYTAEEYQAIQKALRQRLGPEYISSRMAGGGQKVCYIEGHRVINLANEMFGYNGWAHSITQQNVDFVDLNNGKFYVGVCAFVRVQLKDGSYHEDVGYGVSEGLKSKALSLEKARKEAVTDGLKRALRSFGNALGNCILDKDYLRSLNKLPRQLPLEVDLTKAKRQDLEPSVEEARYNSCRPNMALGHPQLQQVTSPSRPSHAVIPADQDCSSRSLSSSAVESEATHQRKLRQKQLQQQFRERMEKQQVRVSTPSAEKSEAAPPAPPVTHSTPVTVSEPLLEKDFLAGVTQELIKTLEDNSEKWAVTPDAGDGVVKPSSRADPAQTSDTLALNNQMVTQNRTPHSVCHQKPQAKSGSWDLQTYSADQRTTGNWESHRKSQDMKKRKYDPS
# miR-122 sensor = miR-122 Renilla sensor signal increase in Huh7, primary screen, miR-122 inhibitor project, cell-based, single point, plate reader | Huh7 miR-122 Renilla luciferase sensor, 48 h; neutral wells = 0, positive control = 100 | activation (reporter increase), % at 12.5 µM | actives 0.3% (n = 340,000);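 active = mean replicate activation score at least 90 and every replicate individually at or above 90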;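 note: higher luciferase means less miR-122 activity so hits act as miR-122 inhibitors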
# E-selectin induc = E-selectin induction in HUVECs, primary screen, imaging, HUVEC, immunofluorescence imaging, single point; actives 0.37% (n = 260,000); P16581; AID 686992, 2013; normalized: neutral wells 0, TNF-alpha wells 100; activation, % at 7.58 µM;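 active = mean E-selectin-positive cell signal at least 10% of the positive control, reached in at least 60% of replicates, without over 20% cell loss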;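 note: in these data hits start at about 27%; measured in HUVEC primary endothelial cells; signal is the percent of cells scored E-selectin positive by PE staining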
#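 Test system: HUVEC | Signal: Immunofluorescence imaging | Read-out: Percent E-selectin-positive cells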
# PglD DTNB = C. jejuni PglD acetyltransferase inhibitors, primary screen, biochemical, DTNB colorimetric, single point; purified PglD enzyme, DTNB colorimetric CoA detection; inhibition, % at 12.5 µM; AID 602405, 2012; actives 0.098% (n = 360,000); UDP-N-acetylbacillosamine N-acetyltransferase PglD (Campylobacter jejuni); in the data active = inhibition above about 16%, passing the limit was not always enough; note: strong numbers were not always called active
# Starred values were filed as active, the others as inactive; nt = not tested or not shown; [ ] = remark or other dose.
# Sequence of screens: RAD54 branch, PGC1a acetyl inh, ERAP1 inh, Cneo AK release, RAD52 anneal inh, miR-122 sensor, E-selectin induc, PglD DTNB
> CCN1C(=O)CC(N2CCN(C(c3ccccc3)c3ccccc3)CC2)C1=O (stereo not given)
    -1.6, -3.8, nt, -1.5, nt, 6.7, nt, 0.0
> O=C1OC(c2ccccc2)(c2cc(Br)ccc2O)c2ccccc21 (stereo not given)
    nt, nt, 2.0, nt, -2.2, 80.5, -0.1, nt
> C[C@@H]1CCCCO[C@@H](CN(C)C(=O)C2CCCCC2)[C@@H](C)CN([C@@H](C)CO)C(=O)c2cc(NC(=O)Nc3ccc(F)cc3)ccc2O1
    2.2, 14.0, 0.4, 0.7, -0.1, -9.4[16.7 µM], 0.0, -2.0
> C[C@@H]1CN([C@H](C)CO)C(=O)Cc2cc(N(C)C)ccc2O[C@H]1CN(C)S(=O)(=O)c1ccc(F)cc1
    4.2, -0.2, 1.0, 0.8, 8.6, 2.5[16.7 µM], nt, 5.7
> C[C@@H]1CN([C@@H](C)CO)S(=O)(=O)c2ccc(C3=CCCCC3)cc2O[C@@H]1CN(C)C(=O)c1ccncc1
    -5.8, 9.4, -1.5, 1.1, 4.6, -18.0[16.7 µM], -0.3, 0.9
> O=C(Cc1cccs1)N1CCCC(c2nc3c(nnn3Cc3ccc(F)cc3)c(=O)[nH]2)C1 (stereo not given)
    -6.7, -21.3, nt, 1.8, nt, -2.2, nt, -4.2
> CC1CCCCC1NC(=O)CCNS(=O)(=O)c1ccc(Cl)cc1 (stereo not given)
    -5.3, -3.5, 2.6, -1.3, -11.5, -7.4, nt, 3.1
> COc1ccccc1N1CCN(/N=C/c2c(C)nn(-c3ccccc3)c2C)CC1
    -4.9, 6.8, nt, 0.9, nt, nt, nt, -1.1
> O=C(CCn1cnc2ccccc2c1=O)Nc1ccc(S(=O)(=O)N2CCCCC2)cc1
    -6.2, -17.0, nt, -2.4, nt, -6.0, nt, 4.2
> CCCC(=O)N1CC2(C1)CN(S(C)(=O)=O)[C@@H](CO)c1c2c2ccc(OC)cc2n1C
    nt, -1.3, 6.0, nt, 4.5, nt, 0.1, nt
> O=c1[nH]c(CSc2ncn[nH]2)nc2ccccc12
    -10.6, -5.7, nt, 2.6, -0.3, -3.3, 0.4, 4.3
> O=C(Nc1nc(-c2ccc(Br)cc2)cs1)c1cccnc1
    nt, 0.7, 0.6, nt, -0.9, nt, 0.1, nt
> COc1ccccc1OCC(=O)Nc1ccc(S(=O)(=O)N2CCCC2)cc1
    -5.2, 14.7, -3.7, 0.0, -2.5, -3.0, 0.5, -0.5
> COc1ccc(OC)c(C2=Nn3c(nnc3-c3ccncc3)SC2)c1
    nt, -10.4, -2.0, nt, -0.5, -0.6, nt, nt
> CCOC(=O)C(CCCOc1ccccc1C)C(=O)OCC
    -5.8, -10.1, nt, -1.4, nt, -1.5, nt, -4.6

# (list continues)
# Codes – A = RAD54 branch; B = PGC1a acetyl inh; C = ERAP1 inh; D = Cneo AK release; E = RAD52 anneal inh; F = miR-122 sensor; G = E-selectin induc; H = PglD DTNB
SMILES: C[C@@H](O)C#Cc1ccc([C@H]2[C@@H](CO)N3CCCCN(S(=O)(=O)Cc4ccccc4)C[C@H]23)cc1
  A: 5.9; B: -6.6; C: 1.1; D: 5.7; E: -7.6; F: -1.7[16.7 µM]; G: -0.8; H: 3.0

SMILES: Cc1nc2ccccc2cc1C(=O)O
  A: -3.3; B: 11.6; C: nt; D: -0.5; E: nt; F: 4.9; G: nt; H: 1.8

SMILES: COCCn1c(Cc2ccccc2)nnc1SCC(=O)N(C)C
  A: nt; B: -5.1; C: -0.3; D: nt; E: -1.4; F: 2.1; G: nt; H: nt

SMILES: CC1CCC(C(C)C)C(OC(=O)C2=C3c4ccccc4S(=O)(=O)N3CC2)C1 (stereo not given)
  A: -7.0; B: 36.0; C: nt; D: 0.0; E: nt; F: 1.7; G: nt; H: -7.0

SMILES: COc1ccc(S(=O)(=O)N2CCCN(CC(=O)Nc3ccccc3F)CC2)cc1
  A: -8.2; B: 11.1; C: 2.1; D: 0.6; E: -2.0; F: -3.2; G: 0.0; H: 10.0

SMILES: CCCn1c(C)cc(/C=C(\C#N)C(=O)OCC(=O)N(C)c2c(N)n(Cc3ccccc3)c(=O)[nH]c2=O)c1C
  A: -6.2; B: 4.0; C: -0.5; D: 0.7; E: -66.3; F: 3.2; G: 0.2; H: -7.7

SMILES: COc1ccc(S(=O)(=O)NCCCn2ccnc2)cc1C(C)(C)C
  A: -4.7; B: nt; C: -4.0; D: -0.1; E: -1.0; F: nt; G: nt; H: nt

SMILES: CCC(=O)N1CCC2(CC1)Oc1ccc(Cl)cc1C(=O)C21CC(c2ccc(Cl)cc2)=NO1 (stereo not given)
  A: -1.0; B: nt; C: 1.4; D: 7.1; E: -3.7; F: -2.1; G: -0.1; H: 2.7

SMILES: C[C@H]1CN([C@@H](C)CO)C(=O)c2cc(-c3ccccc3)cnc2O[C@@H]1CN(C)C
  A: -2.0; B: 4.0; C: 0.0; D: 6.6; E: 1.8; F: -3.3[16.7 µM]; G: 0.3; H: -1.7

SMILES: CCSc1nnc(-c2cc(Br)ccc2NC(C)=O)c(=O)[nH]1
  A: nt; B: -2.5; C: -2.8; D: 1.4; E: -17.1; F: 4.4; G: 4.2; H: -2.7

SMILES: S=c1nc2[nH]c3ccccc3c2n[nH]1
  A: -8.8; B: 7.7; C: -0.1; D: 0.8; E: -7.2; F: 7.3; G: 1.3; H: -5.4

SMILES: CCCCCCn1c(SCC(=O)c2ccccc2)nc2c1c(=O)[nH]c(=O)n2C
  A: 1.6; B: 0.3; C: 4.6; D: 5.5; E: -7.3; F: -1.0; G: 0.1; H: 5.5

SMILES: Cc1cccc(OCc2nc(-c3ccccn3)n[nH]2)c1
  A: -30.3; B: -4.1; C: nt; D: -0.2; E: nt; F: -2.4; G: nt; H: 3.7

SMILES: C[C@@H]1CN([C@H](C)CO)C(=O)c2c(c3ccccc3n2C)-c2ccccc2CO[C@@H]1CN(C)C(=O)N[C@H](C)c1ccccc1
  A: -4.3; B: -4.6; C: 6.4; D: -4.0; E: 12.3; F: nt; G: -0.1; H: -0.9

SMILES: COC(=O)[C@@H]1[C@@H](CO)[C@@H]2Cn3c(ccc(C4=CCCC4)c3=O)[C@@H]2N1Cc1ccccn1
  A: -1.6; B: 3.5; C: 4.9; D: -5.1; E: -100.2; F: -3.4[16.7 µM]; G: -0.2; H: -4.2

SMILES: Cc1ccccc1S(=O)(=O)N1CC[C@@H]2[C@H]1c1cc(-c3ccc(F)cc3)ccc1N(C)[C@H]2CO
  A: 0.2; B: -1.7; C: 1.2; D: -3.0; E: 22.3; F: -6.2[16.7 µM]; G: -0.8; H: 0.3

SMILES: OC[C@@H]1CN(Cc2ccc(-c3ccccc3)cc2)C[C@H](n2cnc3c(NC4CCCC4)ncnc32)O1
  A: -6.4; B: nt; C: -0.3; D: 1.0; E: -19.9; F: -12.3; G: -0.5; H: -5.9

# Structures shown so far containing a carbonyl joined to an NH by a bond outside any ring, in the order listed:
# Codes – A = RAD54 branch; B = PGC1a acetyl inh; C = ERAP1 inh; D = Cneo AK release; E = RAD52 anneal inh; F = miR-122 sensor; G = E-selectin induc; H = PglD DTNB
SMILES: C[C@@H]1CCCCO[C@@H](CN(C)C(=O)C2CCCCC2)[C@@H](C)CN([C@@H](C)CO)C(=O)c2cc(NC(=O)Nc3ccc(F)cc3)ccc2O1
  A: 2.2; B: 14.0; C: 0.4; D: 0.7; E: -0.1; F: -9.4[16.7 µM]; G: 0.0; H: -2.0

SMILES: CC1CCCCC1NC(=O)CCNS(=O)(=O)c1ccc(Cl)cc1 (stereo not given)
  A: -5.3; B: -3.5; C: 2.6; D: -1.3; E: -11.5; F: -7.4; G: nt; H: 3.1

SMILES: O=C(CCn1cnc2ccccc2c1=O)Nc1ccc(S(=O)(=O)N2CCCCC2)cc1
  A: -6.2; B: -17.0; C: nt; D: -2.4; E: nt; F: -6.0; G: nt; H: 4.2

SMILES: O=C(Nc1nc(-c2ccc(Br)cc2)cs1)c1cccnc1
  A: nt; B: 0.7; C: 0.6; D: nt; E: -0.9; F: nt; G: 0.1; H: nt

SMILES: COc1ccccc1OCC(=O)Nc1ccc(S(=O)(=O)N2CCCC2)cc1
  A: -5.2; B: 14.7; C: -3.7; D: 0.0; E: -2.5; F: -3.0; G: 0.5; H: -0.5

SMILES: COc1ccc(S(=O)(=O)N2CCCN(CC(=O)Nc3ccccc3F)CC2)cc1
  A: -8.2; B: 11.1; C: 2.1; D: 0.6; E: -2.0; F: -3.2; G: 0.0; H: 10.0

SMILES: CCSc1nnc(-c2cc(Br)ccc2NC(C)=O)c(=O)[nH]1
  A: nt; B: -2.5; C: -2.8; D: 1.4; E: -17.1; F: 4.4; G: 4.2; H: -2.7

SMILES: C[C@@H]1CN([C@H](C)CO)C(=O)c2c(c3ccccc3n2C)-c2ccccc2CO[C@@H]1CN(C)C(=O)N[C@H](C)c1ccccc1
  A: -4.3; B: -4.6; C: 6.4; D: -4.0; E: 12.3; F: nt; G: -0.1; H: -0.9
